TEAD-YAP inh = TEAD-YAP interaction inhibition; HEK-TIYL cells, TEAD-Gal4/YAP UAS-luciferase luminescence; hit rate 1.4% among 640,000; AID 1259422; inhibition, % at 9.12 µM; in the data active = inhibition above about 32%;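 note: 0% = median of test compound wells and 100% = reference inhibitor wells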
GPR151 ag = human GPR151 activation; Q8TDV0; PathHunter beta-arrestin GPR151 cells, luminescence; activation, % at 11.2 µM; hit rate 1% among 650,000; AID 1508602; in the data active = activation above about 4.9%;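 note: 0% = median of compound wells and 100% = cells with positive control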
Target sequence (Q8TDV0 whole entry, looked up): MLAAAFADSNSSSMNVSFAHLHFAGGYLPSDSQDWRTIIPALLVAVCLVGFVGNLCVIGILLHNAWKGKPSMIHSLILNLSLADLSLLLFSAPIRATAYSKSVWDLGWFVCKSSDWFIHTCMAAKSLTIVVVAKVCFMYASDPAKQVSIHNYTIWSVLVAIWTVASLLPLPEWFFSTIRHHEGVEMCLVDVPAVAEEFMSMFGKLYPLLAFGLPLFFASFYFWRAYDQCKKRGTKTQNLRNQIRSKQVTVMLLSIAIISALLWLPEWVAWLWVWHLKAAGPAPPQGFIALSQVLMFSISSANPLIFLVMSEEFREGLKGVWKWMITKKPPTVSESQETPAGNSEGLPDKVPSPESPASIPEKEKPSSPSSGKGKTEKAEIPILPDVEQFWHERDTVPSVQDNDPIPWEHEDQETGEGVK
FBW7 activator = human FBW7 E3 ligase activation, primary screen | Q969H0 | AID 1259310 | normalized activity (activation), % at 26.1 µM | hit rate 0.13% among 650,000 | AlphaScreen FBW7–phospho-cyclin E peptide binding, activator screen; in the data active = normalized activity above about 1.9%;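 note: purified mutant Fbw7 with reduced substrate affinity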
Target sequence (Q969H0 whole entry, looked up): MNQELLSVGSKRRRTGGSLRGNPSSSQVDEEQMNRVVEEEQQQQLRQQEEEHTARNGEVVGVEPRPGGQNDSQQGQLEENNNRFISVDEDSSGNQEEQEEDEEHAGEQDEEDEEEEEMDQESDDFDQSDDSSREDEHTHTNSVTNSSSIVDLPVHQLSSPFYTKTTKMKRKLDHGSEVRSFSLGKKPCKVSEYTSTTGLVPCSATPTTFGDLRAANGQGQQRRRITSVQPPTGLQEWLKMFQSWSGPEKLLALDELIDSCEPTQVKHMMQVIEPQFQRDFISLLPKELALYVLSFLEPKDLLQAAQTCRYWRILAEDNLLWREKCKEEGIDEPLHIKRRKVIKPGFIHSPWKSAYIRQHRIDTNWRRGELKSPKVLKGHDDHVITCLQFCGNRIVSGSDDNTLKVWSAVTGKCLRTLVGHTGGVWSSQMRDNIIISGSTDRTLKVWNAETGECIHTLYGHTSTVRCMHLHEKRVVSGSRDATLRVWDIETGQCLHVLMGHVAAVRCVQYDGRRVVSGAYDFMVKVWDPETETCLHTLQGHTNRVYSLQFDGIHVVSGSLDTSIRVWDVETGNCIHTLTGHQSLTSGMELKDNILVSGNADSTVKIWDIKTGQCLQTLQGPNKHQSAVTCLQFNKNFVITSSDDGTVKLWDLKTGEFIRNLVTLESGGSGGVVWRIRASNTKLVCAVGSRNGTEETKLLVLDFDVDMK
MITF inh = human MITF inhibition, primary screen; AlphaScreen MITF homodimerization, bead proximity signal; inhibition, % at 2.6 µM; hit rate 0.91% among 650,000; in the data active = inhibition above about 50%;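 note: 0% = vehicle wells with protein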
Active calls of the source: *.

Below each SMILES: TEAD-YAP inh	GPR151 ag	FBW7 activator	MITF inh
COC(=O)C1=C(O)C(C(=O)OC)C(c2ccc(F)cc2)C(C#N)(C#N)C1c1ccccc1 (stereo unspecified)
→ 11	-0.8	0.1	6
COCCN1C(=O)CC(C(=O)OC)C12CCN(C(=O)c1cc(CC(C)C)[nH]n1)CC2 (stereo unspecified)
→ 10	-0.6	-0.1	8
Cc1ccccc1NC(=O)CS(=O)(=O)c1ccccc1
→ -2	0.8	-0.1	-1
COc1ccc(C(=O)Nc2ccc(S(=O)(=O)Nc3cc(OC)ncn3)cc2)cc1
→ 5	0.8	0.2	15
CC(=O)Nc1cccc(-c2csc(C)n2)c1
→ -2	0.0	-0.2	1
CCc1cccc(C)c1NC(=O)CN1C(=O)C2C3C=CC(C3)C2C1=O (stereo unspecified)
→ -2	-0.1	0.0	-4
CCOCCSc1nnc2n(-c3ccccc3)c(=O)c3ccccc3n12
→ 9	-1.5	0.1	4
Nc1nc(-c2ccccc2)c(-c2ccccc2)o1
→ -17	-1.0	0.5	24
Cc1nnc(SC(=O)N2c3ccccc3Sc3ccccc32)s1
→ 61*	0.2	-0.3	7
O=C(O)C1CC(=O)N(c2cccc(C(F)(F)F)c2)C1 (stereo unspecified)
→ -6	0.1	0.0	-9
CC1(C)CC(=O)c2cc(C(=O)Nc3ccccc3Cl)c(=O)n(-c3ccc(Cl)cc3)c2C1
→ -2	0.6	0.0	3
Cc1cccc(NS(=O)(=O)c2c(C)n[nH]c2C)c1C
→ -7	-0.2	0.0	-8
COc1ccc(/C=N/N2C(=O)C3C=CC=CC3N=C2C)cc1OC (stereo unspecified)
→ 1	-0.5	0.2	-8
CSc1ccc(Cn2nnc(C(=O)NCCc3ccc(Cl)cc3)c2N)cc1
→ 8	1.8	-0.1	2
COc1ccc(-n2sc3cc([N+](=O)[O-])ccc3c2=O)cc1
→ -38	-0.7	0.1	12
CCN(CC)c1ccc(/C=N\NC(=O)c2cccc3cc[nH]c23)cc1
→ -13	0.3	0.0	-11
CCOc1cccc2cc(-c3nnc(Nc4ccccc4F)s3)c(=O)oc12
→ -7	-0.5	1.5	9
COc1ccc(N2CCN(C3CCCN(Cc4cccc5c4OCO5)C3)CC2)cc1 (stereo unspecified)
→ 9	0.1	0.1	9
COc1cccc(CNCc2cccc(OC)c2OC)c1
→ 4	-0.1	-0.3	19
CCN(CC)S(=O)(=O)c1ccc2nc(NC(=O)c3ccccc3OC)sc2c1
→ 3	-1.3	0.0	2

Entries shown so far that contain an aryl thioether with sulfur outside any ring:
Below each SMILES: TEAD-YAP inh	GPR151 ag	FBW7 activator	MITF inh
CCOCCSc1nnc2n(-c3ccccc3)c(=O)c3ccccc3n12
→ 9	-1.5	0.1	4
CSc1ccc(Cn2nnc(C(=O)NCCc3ccc(Cl)cc3)c2N)cc1
→ 8	1.8	-0.1	2

The listing continues.
Below each SMILES: TEAD-YAP inh	GPR151 ag	FBW7 activator	MITF inh
COc1ccc(C(=O)Nc2nnc(-c3ccc(C)cc3)s2)cc1OC
→ -2	-1.7	0.1	2
COc1cccc(C2=CC(c3ccc(OC(F)F)cc3)n3nnnc3N2)c1 (stereo unspecified)
→ -1	0.0	0.0	4
CC(C)OC(=O)C(C)Oc1ccc2c(=O)c(Oc3ccc(C(C)(C)C)cc3)coc2c1 (stereo unspecified)
→ -4	-0.1	0.4	11
O=C(CSC(=S)N1CCCCC1)c1cc(Br)cc(Br)c1O
→ 3	1.3	-0.1	5
CCCCOc1ccc2c(CCC)cc(=O)oc2c1
→ 19	-0.5	0.1	-6
COc1ccccc1CNC(=O)Cc1ccccc1[N+](=O)[O-]
→ -47	-1.5	-0.2	5
CNC(=O)c1cc2oc3ccccc3c2n1C
→ -41	0.2	-0.1	5
COc1ccc(-c2nnc(NC(=O)Nc3ccc(C)c(C)c3)s2)cc1
→ 0	2.2	-0.1	-3
CC(C)(C)c1ccc(OCCn2cncn2)c(Cl)c1
→ -10	-0.7	-0.2	58*
Cc1cccc(NS(=O)(=O)c2cc(Br)cnc2N)c1
→ 1	-0.6	-0.1	15
Cc1cc(NC(=O)CSc2nc3ccccc3s2)no1
→ -2	-0.2	0.0	-3
COc1ccc2nc(SCC(=O)Nc3ccc(Oc4ccccc4)cc3)[nH]c2c1
→ 1	0.0	-0.2	0
CC(=O)NNC(=O)CCn1nnc(-c2ccc(Cl)cc2)n1
→ -2	-0.2	-0.2	22
O=C(O)CCn1c(Cc2ccccc2)nc2ccccc21
→ 14	3.1	-0.1	3
CC(=O)c1ccc(N2C(=O)CC(N3CCN(c4ccccc4O)CC3)C2=O)cc1 (stereo unspecified)
→ 11	0.3	-0.1	-6
CC1CCN(C(=O)CSc2nc(C(C)C)nc3ccccc23)CC1
→ 0	0.6	0.3	-3
CCc1c(C)sc(NC(=O)c2cc(-c3ccc(O)cc3)on2)c1C#N
→ -1	0.7	0.8	-2
Cc1nc2c(-c3ccc(F)cc3)c(C)nn2c(NCc2cccnc2)c1C
→ -3	0.7	0.3	-7
Cc1ccc(CNC(=O)CN2C(=O)CCSc3ccccc32)cc1
→ -5	-0.5	0.7	14
CCOC(=O)C1=C(C)N=c2s/c(=C\c3ccc(OC)cc3)c(=O)n2C1c1ccc2c(c1)OCO2 (stereo unspecified)
→ -8	-0.2	0.1	-4

Sorted by length of the SMILES (lowest first): part of the list above
Below each SMILES: TEAD-YAP inh	GPR151 ag	FBW7 activator	MITF inh
CC(C)(C)c1ccc(OCCn2cncn2)c(Cl)c1
→ -10	-0.7	-0.2	58*
O=C(CSC(=S)N1CCCCC1)c1cc(Br)cc(Br)c1O
→ 3	1.3	-0.1	5
COc1ccccc1CNC(=O)Cc1ccccc1[N+](=O)[O-]
→ -47	-1.5	-0.2	5
CC1CCN(C(=O)CSc2nc(C(C)C)nc3ccccc23)CC1
→ 0	0.6	0.3	-3
COc1cccc(C2=CC(c3ccc(OC(F)F)cc3)n3nnnc3N2)c1 (stereo unspecified)
→ -1	0.0	0.0	4

The main list resumes, starting three compounds before the break.
Below each SMILES: TEAD-YAP inh	GPR151 ag	FBW7 activator	MITF inh
Cc1nc2c(-c3ccc(F)cc3)c(C)nn2c(NCc2cccnc2)c1C
→ -3	0.7	0.3	-7
Cc1ccc(CNC(=O)CN2C(=O)CCSc3ccccc32)cc1
→ -5	-0.5	0.7	14
CCOC(=O)C1=C(C)N=c2s/c(=C\c3ccc(OC)cc3)c(=O)n2C1c1ccc2c(c1)OCO2 (stereo unspecified)
→ -8	-0.2	0.1	-4
Cc1cccc(-c2nsc(SCC(=O)OCc3ccccc3)n2)c1
→ 5	-8.0	-0.1	4
COc1ccc(-n2nc(C(=O)N3CCN(c4ccccn4)CC3)c3ccccc3c2=O)c(OC)c1
→ 6	1.2	-0.2	4
Cc1cc(C(=O)O)c2cc(Br)ccc2n1
→ 3	-0.6	0.1	-5
C[C@@H]1NC(=O)[C@@H]2C[C@H](NCc3cnn(-c4ccccc4F)c3)CN2C1=O
→ -10	-1.5	0.3	2
COc1ccc(NC(=O)Cn2nc(C(F)(F)F)c3c2CCCC3)cc1OC
→ 3	0.1	0.0	3
CCCN1C(=O)/C(=C/c2ccc(-c3cccc(C(=O)O)c3)o2)NC1=S
→ -66	-4.1	-0.1	20
COc1ccc(OC)c(/C=C2\N=C(c3ccco3)OC2=O)c1
→ -1	1.1	0.0	-14
Cc1nc(C)nc(N2CC(=O)C(C)C2=N)n1 (stereo unspecified)
→ -3	1.1	0.2	-1
Cc1ccc(C(O)CNC(=O)Nc2ccc(C)c(C)c2)o1 (stereo unspecified)
→ -19	0.0	-0.1	4
CCOC(=O)N1CCc2c(sc(NCc3cc(OC)c(OC)cc3OC)c2C(=O)Nc2ccc(OCC)cc2)C1
→ 4	-0.7	-0.4	21
CN(C)CC(C)(C)CNC(=O)C1CC(=O)c2sc(NC(=O)c3cccs3)nc2C1 (stereo unspecified)
→ 0	-2.0	0.3	7
O=C(O)c1oc(=O)c2ccccc2c1-c1ccccc1
→ 6	0.2	0.2	-3
O=C(NCCc1ccccc1)C1CCN(C(=O)NCc2ccccc2)CC1
→ 1	0.5	-0.2	6
CCOC(=O)C1=C(C)NC2=C(C(=O)c3ccccc32)C1c1ccccc1OCC(=O)O (stereo unspecified)
→ 4	-0.5	-0.1	7
O=C(Nc1ccc(N2CCOCC2)c(Cl)c1)c1ccccc1I
→ -45	-0.3	1.5	3
CCCOc1ccc(NC(=O)CC2C(=O)N(c3ccc(Cl)cc3)C(=S)N2CCC23CC4CC(CC(C4)C2)C3)cc1 (stereo unspecified)
→ 5	0.6	0.2	3
COc1cc(/C=N/NC(=O)OC(C)(C)C)ccc1OC(=O)OC(C)(C)C
→ -21	0.6	0.2	0
CCN(CC)c1ccc(C(c2c(C)n(C)n(-c3ccccc3)c2=O)c2c(C)n(C)n(-c3ccccc3)c2=O)cc1
→ 23	1.9	-0.2	13
Cc1ccc2nsnc2c1NC(=O)c1ccc([N+](=O)[O-])cc1
→ -6	0.9	0.1	14
COc1cccc(C(=O)N2CCN(S(=O)(=O)c3ccc(C)cc3)CC2)c1OC
→ 3	1.0	0.0	4
COc1cc(CNC2CCCC2)cc2c1OCO2
→ -8	0.7	0.1	45
O=c1[nH]c(SCc2ccc(Br)cc2)nc2c1cnn2-c1ccc(F)cc1
→ -3	0.7	-0.1	0
Cc1cccc(C(=O)N2c3c(C)cccc3C(Nc3ccccc3C)CC2C)c1 (stereo unspecified)
→ 3	1.1	-0.1	8
O=C(c1ccc(F)cc1)N1CCN(C2CCN(Cc3ccccc3)CC2)CC1
→ 13	-1.5	0.8	57*
O=C(NCc1ccccn1)c1cccc(OC2CCN(C/C=C/c3ccccc3)CC2)c1
→ 13	0.4	0.0	1
O=[N+]([O-])c1ccccc1S(=O)(=O)N1CCN(Cc2c[nH]c3ccccc23)CC1
→ -1	-0.6	0.4	45
O=C(NCc1ccccc1)N1CCC2(CC1)NCCc1c2[nH]c2ccc(Cl)cc12
→ -1	0.3	-0.3	17
O=C(O)COc1c(-c2ccco2)oc2ccccc2c1=O
→ 5	-1.2	0.5	18
O=C(N/N=C/c1cccc(Cl)c1)c1cccnc1
→ -12	-0.9	0.0	-3
Cc1ccccc1C1(CC(=O)N2CCCCC2C)CC(=O)N(C2CCCC2)C1=O (stereo unspecified)
→ 4	-0.2	-0.1	-6
CC(C)OCCCNC(=O)CC1Nc2c3ccccc3nc(=S)n2C1=O (stereo unspecified)
→ -11	0.9	0.0	9
CCc1oc(C(=O)N2CCC3(CC2)NC(=O)c2ccccc2N3)cc1CN1CCOCC1
→ 1	1.0	0.0	-7
C/C(=N\N=C(/N)SC1CC(=O)N(c2cccc(C(=O)O)c2)C1=O)c1ccccc1 (stereo unspecified)
→ 2	-0.2	-0.1	-1
COc1ccc(-c2nc3ccc(C(=O)NCc4cccnc4)cc3s2)cc1
→ -15	1.9	0.5	-1
CN(C)/C=N/c1nc2c(s1)CCCC2
→ -50	-3.5	0.1	19
CC(C)CCCN1CCC(N2CCN(Cc3ccc4c(c3)OCO4)CC2)CCC1=O (stereo unspecified)
→ 13	-0.3	0.0	-11
COc1ccc(N2C(=O)C3C4C=CC(C4)C3(C)C2=O)cc1 (stereo unspecified)
→ 6	-0.1	-0.1	4
COc1cc(CN2CCN(C(=O)c3ccco3)CC2)cc(OC)c1OC
→ 9	0.9	-0.1	33
O=C(Nc1ccc(F)c(Cl)c1)c1cc(S(=O)(=O)NCc2ccccc2)ccc1F
→ 11	0.6	0.2	13
Cc1ccc(-n2nc3c(c2NC(=O)C2CC2)CSC3)c(C)c1
→ 6	2.3	0.6	14
CC1=NN(c2ccccc2)C(=O)/C1=C/c1ccccc1OCc1ccc(C(=O)O)cc1
→ 6	-1.6	-1.1	9
CCc1ccccc1NC(=O)/C=C/c1cccs1
→ -29	-2.8	0.2	10
COCCNC(=O)CN(C(=O)CCC(=O)Nc1cc(C)on1)c1ccc(C)cc1C
→ 6	-0.2	-0.1	4
CC(=O)Nc1ccc(C(=O)OCC(=O)Nc2cccnc2Cl)cc1
→ 3	-0.1	0.1	-4
COCCn1c(N2CCN(c3cccc(Cl)c3)CC2)nc2c1c(=O)n(C)c(=O)n2C
→ 15	0.1	-0.1	-2
Cc1[nH]c2ccccc2c1C(=O)COC(=O)C(C)C
→ -3	-0.2	-0.1	2
O=c1oc2cc(Cl)c(O)cc2s1
→ -2	0.6	-0.8	19
O=C(CN1CCCc2ccccc21)N/N=C/c1ccccc1
→ -3	0.8	-0.1	-5
COc1ccc(CN2CCN(C(=O)CCl)CC2)cc1F
→ 31	-0.1	0.2	10
O=c1[nH]nc(Cc2ccncc2)c2ccccc12
→ 1	3.9	0.0	-12
Cc1ccc(NC(=O)c2cccs2)c(C)c1
→ -17	-0.6	0.1	-13
O=C(CSc1ccccc1)Nc1ccncc1
→ -26	-0.8	-0.3	-5
O=C(SCc1nnc(COc2ccc(C3CCCCC3)cc2)n1-c1ccccc1)c1ccc(O)c(O)c1
→ -3	0.6	-0.2	10
CC(C)Oc1ccc(C(CC(=O)O)NC(=O)c2ccccc2)cc1 (stereo unspecified)
→ -5	0.1	0.0	13
c1ccc2c(NC3CCCC3)nc(Nc3ccc4c(c3)OCO4)nc2c1
→ 10	3.0	-0.9	17
O=C(Nc1nnc(-c2ccccc2Cl)s1)c1ccccc1Br
→ -2	0.1	-0.1	-10
COc1ccc(S(=O)(=O)n2nc(C)cc2C)cc1[N+](=O)[O-]
→ 3	-0.2	-0.1	14
CCOC(=O)N1CCN(C(=O)c2ccc3c(=O)n(CCC4=CCCCC4)c(=S)[nH]c3c2)CC1
→ -5	-0.4	-0.1	-4
COc1ccc(CN2CCNC(=O)C2CC(=O)N(C)CCC2CCOCC2)c(OC)c1 (stereo unspecified)
→ 4	-1.0	0.6	-7
CC1CCN(C(=O)Cn2cnc3scc(-c4ccccc4)c3c2=O)CC1
→ 21	1.0	0.1	7
